# esBAF inh: blocks esBAF chromatin remodeling in mouse ES cells; Bmi1-luciferase knock-in reporter, 24 h; 100% = twice the neutral-well signal; 2% of 350,000 active; reporter increase, % at 12.5 µM; in the data active = activation above about 40%;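 also: 0% = median of the plate's neutral control wells and 100% = double that signal; a rise in the Bmi1 reporter signal indicates esBAF inhibition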
# LGR2 inh: inhibitors of bursicon-induced Drosophila LGR2 receptor cAMP signaling. HEK293 LGR2, CRE-luciferase, bursicon-stimulated, 4 h. inhibition, % at 9.99 µM. 0.35% of 380,000 active. AID 720647;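 active = drop in luminescence signal, shown as inhibition above about 50% in the replicate tests, limit read from the data, passing the limit was not always enough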;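 also: agonist challenge used bursicon conditioned medium at about half maximal strength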
# C2C12 statin: suppressors of simvastatin-induced myotoxicity in C2C12 myotubes | ATP luminescence, 48 h; scaled: DMSO 0, geranylgeraniol control 100 | AID 602340 | 0.78% of 330,000 active | rescue of ATP level, % at 7.49 µM;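 active = mean ATP rescue above about 67%, or every replicate alone reaching that limit, limit read from the data, passing the limit was not always enough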;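 also: myotubes were challenged with 10 µM simvastatin during compound exposure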
# Casp6 inh: blocks human caspase-6 cleavage activity; purified caspase-6, Z-VEID-R110 cleavage fluorescence; 0.53% of 350,000 active; AID 686996; inhibition, % at 12.5 µM;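 active = mean inhibition across replicates at least about 35%, with every replicate also reaching that limit, limit read from the data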;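 also: 0% = median of neutral control wells and 100% = no fluorescence left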
# Target sequence (P55212 24-179 limits assumed): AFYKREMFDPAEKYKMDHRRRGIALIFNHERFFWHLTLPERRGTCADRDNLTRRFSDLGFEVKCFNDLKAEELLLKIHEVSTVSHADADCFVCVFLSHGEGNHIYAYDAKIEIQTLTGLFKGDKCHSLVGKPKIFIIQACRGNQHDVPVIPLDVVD
# Target sequence (P55212 194-293 limits assumed): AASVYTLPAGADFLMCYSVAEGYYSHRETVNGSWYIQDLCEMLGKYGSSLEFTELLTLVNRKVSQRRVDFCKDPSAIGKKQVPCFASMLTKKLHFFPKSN
# S100A4 MyoIIA: inhibitors of human S100A4 binding to myosin IIA peptide; P26447; S100A4/TAMRA-MyoIIA peptide fluorescence polarization; inhibition, % at 10.7 µM; 0.14% of 360,000 active; AID 652163;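 active = mean inhibition of at least 70% across replicates, with every replicate also reaching that level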
# Target sequence (P26447 whole entry, looked up): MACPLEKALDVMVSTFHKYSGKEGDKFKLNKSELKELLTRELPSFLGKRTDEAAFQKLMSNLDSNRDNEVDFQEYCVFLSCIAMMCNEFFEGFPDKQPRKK
#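 Compound dosing: one dose per compound; test system: human S100A4 monomer with TAMRA-labelled myosin IIA peptide; probe or stimulus: TAMRA-labelled myosin IIA heavy-chain peptide probe, 5 nM; medium: HEPES buffer with Ca2+, pH 7.2; schedule: 5 min incubation before reading; benchmarks: neutral control DMSO, positive control TFP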
# FN deposition inh: fibronectin deposition inhibition. inhibition, % at 12.6 µM. AH1F fibroblasts, Alexa488-fibronectin deposition fluorescence, overnight. 0.086% of 350,000 active;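 active = mean inhibition across replicates of 30% or more, regardless of how many single replicates reach that level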;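 also: positive control wells lacked labelled fibronectin entirely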
#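 Material: AH1F fibroblast monolayer depositing Alexa488-labelled fibronectin into matrix | Input: 10000 AH1F cells/well | Medium: DMEM plus 2% serum, read in PBS | Reagent: Alexa488-fibronectin, 24 nM final in well | Compound dosing: One dose per compound, pinned | Schedule: 1 h adhesion, overnight exposure | Measured by: Fluorescence at 485 nm excitation, 525 nm emission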
# SIRT5 block: sirtuin-5 (human) deacylase inhibition | Purified SirT5, succinyl-peptide AMC, trypsin-coupled fluorescence | inhibition, % at 15 µM | 1.1% of 330,000 active | Q9NXA8; in the data active = inhibition above about 15%
# Target sequence (Q9NXA8 whole entry, looked up): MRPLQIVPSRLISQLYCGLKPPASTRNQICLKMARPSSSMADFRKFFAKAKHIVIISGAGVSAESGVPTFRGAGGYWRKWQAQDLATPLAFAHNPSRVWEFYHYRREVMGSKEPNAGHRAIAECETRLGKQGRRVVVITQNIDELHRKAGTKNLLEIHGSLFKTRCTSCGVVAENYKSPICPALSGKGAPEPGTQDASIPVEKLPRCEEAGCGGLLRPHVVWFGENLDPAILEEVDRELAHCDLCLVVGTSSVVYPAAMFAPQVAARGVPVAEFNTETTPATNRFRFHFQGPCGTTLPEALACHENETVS
# Starred values were filed as active, the others as inactive; nt = no result given; & = joins results of further samples. This is a subset, so the mix of outcomes need not match the whole.
nr	compound	esBAF inh	LGR2 inh	C2C12 statin	Casp6 inh	S100A4 MyoIIA	FN deposition inh	SIRT5 block
1	CC1(C)CN(C(Cc2ccccc2)C(N)=O)C1=O (configuration not stated)	-7	2	5	2	-2	7	-1
2	COc1ccc(-c2nc[nH]c2[N+](=O)[O-])cc1	nt	2	nt	0	0	1	nt
3	CC(C)C[C@H](N)C(=O)N1CCC(C(=O)N[C@H](C(=O)NCc2ccc(F)cc2)C(C)C)CC1	-13	6	-6	-1	-3	nt	0
4	CO[C@@H]1CN(C)C(=O)c2cc(NC(=O)C3CCC3)ccc2OC[C@H](C)N(C(=O)CN(C)C)C[C@@H]1C	-4	21	-4	-3	1	-3	0
5	CCOc1ccc2cc(S(=O)(=O)N3CCCCC3)ccc2c1	0	-6	7	-2	-1	7	-4
6	Nc1c(C(=O)Nc2ccccc2F)sc2nc(-c3cccnc3)ccc12	nt	-30	nt	2	-14	-24	-1
7	N#CCSc1nc2ccccc2c(=O)n1CC1CCCC1	0	-15	2	-5	-10	-8	-3
8	COc1ccc(-c2csc3ncnc(N4CCN(S(=O)(=O)c5cccs5)CC4)c23)cc1	-3	6	3	-2	-4	15	-2
9	Cc1cc2nc3c(nc2cc1C)C(O)=C3O	nt	0	nt	2	-15	-5	0
10	O=C(C[C@@H]1C[C@@H]2c3cc(NC(=O)NC4CCCCC4)ccc3O[C@@H]2[C@@H](CO)O1)NCCc1ccccc1	nt	-8	nt	-5	-66	nt	1
11	CCc1csc(N2[C@H](CO)[C@@H](c3ccc(-c4cccc(F)c4)cc3)[C@@H]2C#N)n1	1	-2	11	-2	-7	0	0
12	COc1ccc(NC(=O)N(C)C[C@H]2Oc3ccc(NC(=O)Nc4ccc(C(F)(F)F)cc4)cc3CC(=O)N([C@@H](C)CO)C[C@H]2C)cc1	-9	-5	-152	0	8	nt	-5
13	O=C(C[C@H]1CC[C@@H]2[C@H](COC[C@@H](O)CN2C(=O)Nc2cc(Cl)cc(Cl)c2)O1)N1CCOCC1	0	0	24	nt	nt	2	nt
14	O=C(COC(=O)c1nc(Cl)ccc1Cl)NCc1ccccc1	nt	14	nt	-1	1	nt	0
15	Cc1ccc(N(C)C(=O)CCNC(=O)Cn2cnc3ccccc3c2=O)cc1C	-2	-3	1	-1	-4	5	-4
16	CC(C(=O)O)n1c2ccccc2c2cn[nH]c(=O)c21 (configuration not stated)	3	1	10	-2	-3	3	0
17	O=C(C[C@H]1CC[C@@H]2[C@H](COC[C@H](O)CN2C(=O)c2ccccc2F)O1)NCc1ccc(Cl)cc1	-11	-5	7	-2	-3	-8	2
18	O=C(CNC(=O)c1ccccc1)NCc1ccc(Cl)cc1	-1	0	-7	-5	6	-5	-6
19	COc1ccc(NC(=O)Nc2ccc3c(c2)C(=O)N([C@H](C)CO)C[C@@H](C)[C@@H](CN(C)C(=O)Cc2ccccc2)OCCCC[C@H](C)O3)cc1	-1	3	nt	2	2	nt	-1
20	CCOC(=O)CN(C)S(=O)(=O)c1ccc(-c2cc(C(=O)OC)sc2C(F)(F)F)cc1	nt	nt	nt	-2	-16	-4	-3
21	CCOC(=O)N1CCN(C(=O)CN(c2ccc(OCC)cc2)S(C)(=O)=O)CC1	-4	nt	-4	nt	nt	-2	nt
22	CN1CCN(S(=O)(=O)c2cccc(C(=O)N(Cc3nnc(-c4ccccc4Cl)o3)C3CC3)c2)CC1	9	-2	4	-132	-7	5	-5
23	Cc1noc(C)c1S(=O)(=O)Nc1cccc2c1O[C@@H](CN(C)Cc1ccc(C(F)(F)F)cc1)[C@@H](C)CN([C@@H](C)CO)C2=O	-5	11	-9	-1	-16	0	3
24	COc1ccc(NC(=O)Nc2cccc3c2O[C@H](CN(C)Cc2ccc(-c4ccccc4)cc2)[C@H](C)CN([C@H](C)CO)C3=O)cc1	3	23	nt	1	13	nt	-1
25	O=C(COC(=O)c1cccnc1Cl)c1ccc(Cl)s1	-2	-19	-8	0	-3	-1	-3

# Additional structures.
nr	compound	esBAF inh	LGR2 inh	C2C12 statin	Casp6 inh	S100A4 MyoIIA	FN deposition inh	SIRT5 block
26	O=C(CSc1nnc2c(n1)[nH]c1ccccc12)Nc1nncs1	3	-13	-5	-2	-1	6	-8
27	O=C(NC1=NCCS1)c1csc2ccccc12	-1	-49	-25	nt	nt	-8	nt
28	Cc1ccc(S(=O)(=O)N2CCOCC2)cc1C(=O)Nc1ccc2c(c1)OCCO2	-1	-15	-12	2	-4	-4	1
29	COC(=O)[C@H](CC(C)C)NS(=O)(=O)N(Cc1ccccc1)[C@@H](CC(C)C)C(=O)OC	-1	0	-6	1	-2	4	nt
30	COc1ccc(N2CCN(S(=O)(=O)c3cc(Br)cnc3N)CC2)cc1	-14	8	2	0	3	4	-2
31	O=C(NC[C@H]1CC[C@H]2[C@H](CN2Cc2ccccc2F)O1)C1CCCCC1	nt	nt	nt	0	-8	nt	-5
32	COc1ccc(S(=O)(=O)Nc2ccc3c(c2)C(=O)N([C@H](C)CO)C[C@@H](C)[C@@H](CN(C)Cc2ccc(C(=O)O)cc2)OCCCC[C@H](C)O3)cc1	-12	2	nt	-1	33	nt	2
33	CC(C)Cn1c(SCC(=O)O)nnc1-c1cccc(S(=O)(=O)N2CCOCC2)c1	-1	2	25	-3	0	0	-4
34	COc1ccc(S(=O)(=O)N2CCOCC2)cc1NC(=O)COC(=O)CCS(=O)(=O)c1ccc(C)cc1	-2	-4	17	1	2	6	-2
35	O=C(NC[C@H]1[C@H](c2ccccc2)[C@@H](CO)N1CC1CC1)C1CC1	-8	0	6	2	-3	nt	1
36	CC(C)NC(=O)C(c1ccc(F)cc1)N(C(=O)CCC(=O)Nc1ccccn1)C1CCCCC1 (configuration not stated)	-3	16	3	1	1	7	0
37	O=C(COC(=O)c1cccc(F)c1)Nc1ccc2c(c1)OCCO2	27	-46	-1	-1	-1	5	-1
38	COc1ccc(N2CCN(C(=O)Nc3ccccc3Cl)CC2)cc1	nt	29	nt	-1	-3	-1	-5
39	O=C(Cn1nc(-c2ccccc2)ccc1=O)NCCN1CCN(Cc2ccccc2)CC1	4	0	-30	-8	-5	nt	-1
40	C[C@@H]1CCCCO[C@H](CN(C)C(=O)c2ccccc2)[C@@H](C)CN([C@@H](C)CO)C(=O)c2cc(NC(=O)c3ccncc3)ccc2O1	4	4	13	1	1	nt	-1
41	O=C(c1cc(COc2ccc(F)cc2F)on1)N1CCSCC1	nt	-108	nt	-2	-3	2	-5
42	COc1ccccc1CNC(=O)c1cc(-c2ccccc2C)nn1CC1CC(c2cccnc2)=NO1 (configuration not stated)	-3	0	2	nt	nt	-7	nt
43	O=C(N[C@@H]1CC[C@H](CC(=O)N2CCN(c3ccccc3)CC2)O[C@H]1CO)c1ccccc1	-5	14	-17	-5	22	nt	-26
44	CCc1ccccc1S(=O)(=O)Cc1ccc(C(=O)NCCc2ccccc2)o1	nt	-1	nt	6	2	-2	-4
45	COc1ccccc1NC(=O)Cn1ncc2c1-c1ccccc1OC2	4	18	2	0	3	0	-7
46	COc1ccc(CN(C)C[C@H]2Oc3ccc(NC(=O)Nc4ccc5c(c4)OCO5)cc3C(=O)N([C@H](C)CO)C[C@H]2C)cc1	1	12	4	6	2	nt	3
47	Cc1cc(C)nc(N2CCN(C(=O)CCC(=O)Nc3nnc(CC(C)C)s3)CC2)n1	nt	11	nt	0	0	14	-1
48	COc1ccc(S(=O)(=O)N(C)C[C@H]2OCCCC[C@@H](C)Oc3ccc(NS(=O)(=O)c4ccc(C)cc4)cc3C(=O)N([C@H](C)CO)C[C@@H]2C)cc1	-3	-13	3	3	7	nt	5
49	COc1ccccc1S(=O)(=O)N1CC[C@H]2[C@H](CO)Nc3ccc(-c4ccc(C#N)cc4)cc3[C@H]21	-4	-10	-1	2	3	22	-6
50	CCCNC(=O)C[C@@H]1CC[C@@H]2[C@H](COC[C@H](O)CN2Cc2ccc(Cl)c(Cl)c2)O1	-6	-3	8	1	5	-8	-2

# Limited to S100A4 MyoIIA, SIRT5 block and LGR2 inh (4 entries from above):
item | SMILES | S100A4 MyoIIA | SIRT5 block | LGR2 inh
37 | O=C(COC(=O)c1cccc(F)c1)Nc1ccc2c(c1)OCCO2 | -1 | -1 | -46
45 | COc1ccccc1NC(=O)Cn1ncc2c1-c1ccccc1OC2 | 3 | -7 | 18
32 | COc1ccc(S(=O)(=O)Nc2ccc3c(c2)C(=O)N([C@H](C)CO)C[C@@H](C)[C@@H](CN(C)Cc2ccc(C(=O)O)cc2)OCCCC[C@H](C)O3)cc1 | 33 | 2 | 2
44 | CCc1ccccc1S(=O)(=O)Cc1ccc(C(=O)NCCc2ccccc2)o1 | 2 | -4 | -1

# Going on with the list.
nr	compound	esBAF inh	LGR2 inh	C2C12 statin	Casp6 inh	S100A4 MyoIIA	FN deposition inh	SIRT5 block
51	Cc1sc(NC(=O)CSc2ncn(-c3ccccc3)n2)nc1-c1ccccc1	-2	nt	27	nt	nt	4	nt
52	O=C(c1ccnc(Cl)c1)N1CCCC(Nc2ccc(F)cc2)C1 (configuration not stated)	-1	-7	5	-2	-15	2	-10
53	O=C(Cc1cccc([N+](=O)[O-])c1)Nc1ccccc1	5	14	0	-1	-3	4	3
54	COc1ccccc1NC(=O)N1CC(=O)N2[C@@H](CO)[C@@H](c3ccc(C#Cc4ccccc4)cc3)[C@@H]2C1	nt	16	nt	-2	3	nt	3
55	CCOCCOC(=O)COC(=O)c1ccccc1NC(=O)c1ccccc1	nt	13	nt	3	2	nt	-4
56	Cc1ccc(CNC(=O)CCSCc2ccccc2F)cc1	-6	10	14	-2	-1	9	-1
57	CCc1cc(C(=O)NNC(=S)NC(C)c2ccccc2)cs1 (configuration not stated)	-1	1	3	-4	-5	nt	-7
58	N#Cc1cc(C#N)c(SCC(=O)N2CC(=O)Nc3ccccc32)nc1N	2	-12	-3	4	-7	-8	1
59	Cc1cc(Br)ccc1OCCN1CCCC1	-7	-1	-15	-31	-5	0	-2
60	COc1ccc(CCNC(=O)C2CC(=O)N(CCc3ccccc3)C2)cc1OC (configuration not stated)	nt	-11	nt	0	0	-1	0
61	COc1ccc(S(=O)(=O)N[C@@H]2C=C[C@H](CC(=O)NCCc3ccccc3)O[C@@H]2CO)cc1	2	-9	6	2	-5	nt	1
62	CN(C)CCCNC(=O)C[C@H]1CC[C@@H]2[C@@H](COc3ccc(NC(=O)C4CCC4)cc3C(=O)N2C)O1	-2	-17	6	nt	4	14	-3
63	CCC1(c2ccccc2)NC(=O)N(C)C1=O (configuration not stated)	2	17	4	7	-1	nt	1
64	COc1ccc(C(=O)NC(C(=O)NCc2ccccc2OC)C(C)C)cc1 (configuration not stated)	nt	nt	nt	-2	0	0	1
65	CCOc1ccccc1NC(=O)CN1CCCCCC1	2	-4	13	-17	-2	-10	-6
66	C[C@@H]1CCCCO[C@H](CN(C)Cc2ccc(C(F)(F)F)cc2)[C@H](C)CN([C@@H](C)CO)C(=O)c2cc(NC(=O)Nc3ccc4c(c3)OCO4)ccc2O1	5	35	nt	-1	-84	nt	11
67	Cn1c(CSCc2ccc(Cl)cc2)n[nH]c1=S	-3	-13	-10	-1	-3	nt	-8
68	Cc1ccc2c(c1)C1(OCCCO1)C(=O)N2CC(=O)NN	nt	-3	nt	-4	-2	15	-3
69	CCCc1cc(C(=O)N2CCCN(C)CC2)cs1	nt	14	nt	-5	3	nt	-1
70	Cc1ccc(S(=O)(=O)N(C)C[C@H]2Oc3ccc(NS(=O)(=O)c4c(C)noc4C)cc3C(=O)N([C@H](C)CO)C[C@@H]2C)cc1	5	19	-11	-1	-32	nt	-4
71	O=C1CCC([N+](=O)[O-])C(c2ccccc2C(F)(F)F)N1 (configuration not stated)	5	-1	11	0	-1	2	-7
72	COCCC(C(=O)Oc1c(C(C)(C)C)cc(C)cc1C(C)(C)C)c1ccccc1 (configuration not stated)	-4	-23	-7	0	7	4	nt
73	C[C@H](CO)N1C[C@H](C)[C@@H](CN(C)CC2CC2)Oc2c(NS(=O)(=O)c3ccc(F)cc3)cccc2C1=O	3&-7	-12&11	-8&4	-1&0	-23&-4	7	-6&-4

# Source: PubChem
